ABCG2 inh: human ABCG2 inhibition, ABCB1 as counter-screen. Q9UNQ0. IgMXP3 cells, JC-1 efflux, flow cytometry. inhibition, % at 6.6 µM. 0.1% of 190,000 active;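 active means inhibition above 80%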;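 further: 0% = DMSO and 100% = nicardipine control wells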
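Read-out basis: Efflux inhibition in percent versus controls | Test system: ABCG2 IgMXP3 and barcoded ABCB1 CCRF-Adr cell mix | Quantity: 3 million cells/mL in well | Schedule: 10 min at 25 °C | Control set: Nicardipine as high control, DMSO as low control | Reagent: JC-1 as fluorescent efflux pump substrate | Signal: Flow cytometry of retained JC-1 fluorescence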
RGS4-Gao reg: modulates binding of RGS4 to human Galphao. Multiplexed bead flow cytometry; actives lie on both sides. binding response (% of control), % at 10 µM. 0.33% of 220,000 active. P09471; in the data active means binding response below about 49% or above about 150%; inactive means in between;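 further: fluorescent Galphao activated with aluminum fluoride binding bead-coupled RGS4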
ABCB1 inh: human ABCB1 inhibition, ABCG2 as counter-screen; inhibition, % at 6.6 µM; CCRF-Adr cells, JC-1 efflux, flow cytometry; 0.067% of 190,000 active; P08183; in the data active means inhibition above about 40%;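 further: 0% = vehicle and 100% = reference inhibitor; higher value means more JC-1 retained so stronger ABCB1 efflux block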
GSH fluor: compound fluoresces at 488/530 nm on GSH beads; GSH beads flow cytometry, compound fluorescence 488/530 nm; stronger effect = higher value; fluorescence (KMESF) at 10 µM; 0.25% of 190,000 active; AID 1776; in the data active means fluorescence above about 89;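 further: glutathione beads carrying GST-tagged Bcl family fusion proteins plus one bare bead set; values are compound well signal with DMSO vehicle wells as background; inactives centre near 16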
Bim-Bcl-B: disrupts Bim peptide binding to human Bcl-B | inhibition, % at 10 µM | AID 951 | 0.073% of 190,000 active | bead-based flow cytometry;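 further: 0% = tracer peptide without compound and 100% = reference inhibitor peptide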
Target sequence (Q9HD36 whole entry, looked up): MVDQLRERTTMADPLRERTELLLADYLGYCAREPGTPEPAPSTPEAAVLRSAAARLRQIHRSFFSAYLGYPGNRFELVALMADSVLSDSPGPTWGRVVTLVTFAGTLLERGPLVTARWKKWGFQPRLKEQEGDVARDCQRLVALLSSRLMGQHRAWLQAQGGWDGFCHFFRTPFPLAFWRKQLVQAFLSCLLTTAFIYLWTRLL
Bcl-XL Bim block: inhibitors of Bim-Bcl-XL interaction, human | 0.04% of 190,000 active | inhibition, % at 10 µM | Q07817 | AID 1007 | Bim peptide-Bcl-XL binding, bead flow cytometry, fluorescence
Target sequence (Q07817 whole entry, looked up): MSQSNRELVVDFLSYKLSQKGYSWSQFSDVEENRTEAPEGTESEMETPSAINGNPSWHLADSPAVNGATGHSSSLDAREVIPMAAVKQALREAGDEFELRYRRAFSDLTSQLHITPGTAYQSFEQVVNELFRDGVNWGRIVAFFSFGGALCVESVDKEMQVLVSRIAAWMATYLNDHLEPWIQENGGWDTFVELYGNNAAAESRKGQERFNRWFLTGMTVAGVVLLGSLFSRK
RGS8-Gao: regulators of human RGS8-Galphao interaction; response (percent of control binding), % at 10 µM; 0.34% of 220,000 active; multiplexed bead flow cytometry, RGS8-Galphao binding; actives lie on both sides; AID 1423; in the data active means response below about 60% or above about 140%; inactive means in between;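 further: Galphao activated as the GDP aluminium fluoride complex binding bead-coupled RGS8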
RGS7-Gao: modulates binding of RGS7 to human Galphao; 0.35% of 220,000 active; binding response (% of control), % at 10 µM; P09471; Multiplexed bead flow cytometry; actives lie on both sides; AID 1439; in the data active means binding response below about 49% or above about 150%; inconclusive means no clear call, values can overlap the other calls; inactive means in between;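 further: fluorescent Galphao held in activated GDP-AlF4 state binding bead-coupled RGS7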
Bim-Bcl-2: disrupts Bim peptide binding to human Bcl-2 | P10415 | Bead-based flow cytometry, Bim peptide-Bcl-2 binding | inhibition, % at 10 µM | 0.06% of 190,000 active | AID 950; in the data active means inhibition above about 40%; inconclusive means no clear call, values can overlap the other calls;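 further: 0% = no compound wells with probe peptide and 100% = reference peptide inhibitor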
Target sequence (P10415 whole entry, looked up): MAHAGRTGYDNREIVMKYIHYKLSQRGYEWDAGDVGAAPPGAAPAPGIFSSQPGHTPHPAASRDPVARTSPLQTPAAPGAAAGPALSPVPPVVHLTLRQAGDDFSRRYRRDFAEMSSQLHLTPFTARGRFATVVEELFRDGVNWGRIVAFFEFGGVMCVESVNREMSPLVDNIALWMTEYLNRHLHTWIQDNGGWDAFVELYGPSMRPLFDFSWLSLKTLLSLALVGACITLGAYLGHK
Bfl-1 Bim block: inhibitors of Bim-Bfl-1 interaction, human; inhibition, % at 10 µM; 0.12% of 190,000 active; AID 1008; Bead-based flow cytometry, Bim-Bfl-1 binding inhibition;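 further: 0% = wells without compound plus tracer and 100% = blocker peptide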
Bcl-W Bim block: inhibitors of Bim-Bcl-W interaction, human; Q92843; bead-based flow cytometry, Bim peptide-Bcl-W binding; inhibition, % at 10 µM; 0.02% of 190,000 active; AID 952;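 further: 0% = bound tracer without compound and 100% = peptide blocker; higher means less fluorescent Bim peptide bound to Bcl-W beads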
Target sequence (Q92843 whole entry, looked up): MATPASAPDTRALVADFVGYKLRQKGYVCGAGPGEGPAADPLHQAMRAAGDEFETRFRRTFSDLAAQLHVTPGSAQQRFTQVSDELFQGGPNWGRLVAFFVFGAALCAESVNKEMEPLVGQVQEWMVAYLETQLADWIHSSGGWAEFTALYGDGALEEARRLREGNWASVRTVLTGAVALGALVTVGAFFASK
The depositor's hits bear a star; ? = inconclusive; . = not tested or not shown. Unless noted, no stated cut-off is given here; in the data, active means inhibition above about 40%. Random draw from the library (roughly 1.1% active in at least one column).

SMILES	ABCG2 inh	RGS4-Gao reg	ABCB1 inh	GSH fluor	Bim-Bcl-B	Bcl-XL Bim block	RGS8-Gao	RGS7-Gao	Bim-Bcl-2	Bfl-1 Bim block	Bcl-W Bim block
CCOC(=O)c1cc(NC(=O)c2ccccc2)c(=O)oc1-c1ccccc1	7	102	0.6	22	0	-3	100	97	-2	-11	-1
O=C(/C=C/c1cn(-c2ccccc2)nc1-c1cccnc1)N1CCCC1	5	99	2.4	15	-5	-3	101	98	-5	-8	-2
COc1ccccc1CC(=O)N1CCCC1	-3	93	-0.4	34	-6	0	95	96	-7	-14	2
c1ccc(-c2noc(CSc3nnnn3-c3ccccc3)n2)cc1	1	100	0.5	23	-7	-3	101	104	-6	-10	0
CC1CCN(c2nnc(N)s2)CC1	1	100	0.0	17	-5	-4	104	103	-2	-8	-4
N#CCC(=O)NN=C1CCCCCCCCCCC1	1	97	0.3	7	0	2	102	99	-3	0	1
C=CCn1c(=NC(=O)c2ccco2)sc2cc(C(=O)OCC)ccc21	13	103	0.4	10	-9	-7	100	103	-8	-8	-7
Cc1cc2c(C)nc(Cc3ccccc3)nc2o1	8	101	1.8	36	-8	-6	105	96	-9	-18	0
CCC(=O)c1ccc(OCCn2cncn2)cc1	1	99	-2.2	27	-8	-2	103	101	-10	-9	0
O=C(Nc1ccc(Cl)cc1F)c1ccc(COc2c(F)c(F)c(F)c(F)c2F)o1	2	94	0.4	14	1	0	97	93	0	-1	0
COC(=O)Sc1nc(N2CCOCC2)c2c(c1C#N)CC(C)(C)OC2	2	98	0.5	24	-32	-8	95	110	-8	10	0
CC1CCN(C(=O)Cn2cc(SCC(=O)NCC3CCCO3)c3ccccc32)CC1 (stereo not given)	4	103	0.9	8	-4	0	112	102	-4	-6	0
O=C(C1=C[C@@H](c2ccc(Br)cc2)C[C@@H](OCCCCO)O1)N1CCN(Cc2ccccc2)CC1	-1	103	0.1	17	-5	-2	103	105	-5	-4	-2
Cc1cc2ccccc2n1CCNC(=O)C(C)(C)C	2	100	0.4	13	-6	-2	101	100	-4	-11	0
c1ccc(CCSc2nccn2-c2ccccc2)cc1	1	104	0.2	61	-9	-15	103	101	-4	-10	4
CCCn1nc(NC(=O)CC(C)C)c2cc3ccccc3nc21	4	101	1.1	20	-1	-1	101	100	-3	0	0
CCCCCCCN=CC1=C(O)CC(c2ccccc2)CC1=O (stereo not given)	3	91	0.2	9	-1	-2	96	88	1	-2	-1
O=C(NCc1ccccc1)N(Cc1nc2ccccc2c(=O)[nH]1)C1CCCC1	6	96	0.9	15	0	0	100	96	-5	-3	-1
CC1CCCCN1S(=O)(=O)c1ccc(N(C(=O)c2cnccn2)C(C(=O)NC2CCCCC2)c2cccs2)cc1 (stereo not given)	8	101	6.2	15	-14	-6	102	105	-6	-2	-4
CCc1nnc(NC(=O)CSc2nnc(-c3ccc(OC)cc3)n2C)s1	3	93	0.3	25	-4	-1	99	93	1	-1	-1
CCCN(Cc1cc2cc(C)ccc2[nH]c1=O)S(C)(=O)=O	3	101	0.5	63	-8	-4	104	100	-5	-11	2
CN(C)CC/C=C1/c2ccccc2Sc2c(O)cc(Cl)cc21	0	115	-0.1	11	-10	-7	131	113	-6	4	-7
CCOC(=O)c1cc2c(=O)n3ccccc3nc2n(C(C)C)c1=NC(=O)c1c(-c2ccccc2Cl)noc1C	4	100	3.6	10	-19	5	103	105	11	3	6
CCC(C)(C)NC(=O)C(c1cccs1)N(C(=O)c1ccn[nH]1)c1cccc(OC)c1 (stereo not given)	0	98	1.1	13	-2	0	100	102	-1	-2	0

Reformatted in CSV form: part of the list above
smiles,ABCG2 inh,RGS4-Gao reg,ABCB1 inh,GSH fluor,Bim-Bcl-B,Bcl-XL Bim block,RGS8-Gao,RGS7-Gao,Bim-Bcl-2,Bfl-1 Bim block,Bcl-W Bim block
CCC(=O)c1ccc(OCCn2cncn2)cc1,1,99,-2.2,27,-8,-2,103,101,-10,-9,0
O=C(Nc1ccc(Cl)cc1F)c1ccc(COc2c(F)c(F)c(F)c(F)c2F)o1,2,94,0.4,14,1,0,97,93,0,-1,0
COC(=O)Sc1nc(N2CCOCC2)c2c(c1C#N)CC(C)(C)OC2,2,98,0.5,24,-32,-8,95,110,-8,10,0
CC1CCN(C(=O)Cn2cc(SCC(=O)NCC3CCCO3)c3ccccc32)CC1 (stereo not given),4,103,0.9,8,-4,0,112,102,-4,-6,0
O=C(C1=C[C@@H](c2ccc(Br)cc2)C[C@@H](OCCCCO)O1)N1CCN(Cc2ccccc2)CC1,-1,103,0.1,17,-5,-2,103,105,-5,-4,-2
Cc1cc2ccccc2n1CCNC(=O)C(C)(C)C,2,100,0.4,13,-6,-2,101,100,-4,-11,0
c1ccc(CCSc2nccn2-c2ccccc2)cc1,1,104,0.2,61,-9,-15,103,101,-4,-10,4
CCCn1nc(NC(=O)CC(C)C)c2cc3ccccc3nc21,4,101,1.1,20,-1,-1,101,100,-3,0,0
CCCCCCCN=CC1=C(O)CC(c2ccccc2)CC1=O (stereo not given),3,91,0.2,9,-1,-2,96,88,1,-2,-1
O=C(NCc1ccccc1)N(Cc1nc2ccccc2c(=O)[nH]1)C1CCCC1,6,96,0.9,15,0,0,100,96,-5,-3,-1
CC1CCCCN1S(=O)(=O)c1ccc(N(C(=O)c2cnccn2)C(C(=O)NC2CCCCC2)c2cccs2)cc1 (stereo not given),8,101,6.2,15,-14,-6,102,105,-6,-2,-4
CCc1nnc(NC(=O)CSc2nnc(-c3ccc(OC)cc3)n2C)s1,3,93,0.3,25,-4,-1,99,93,1,-1,-1
CCCN(Cc1cc2cc(C)ccc2[nH]c1=O)S(C)(=O)=O,3,101,0.5,63,-8,-4,104,100,-5,-11,2

More records
SMILES	ABCG2 inh	RGS4-Gao reg	ABCB1 inh	GSH fluor	Bim-Bcl-B	Bcl-XL Bim block	RGS8-Gao	RGS7-Gao	Bim-Bcl-2	Bfl-1 Bim block	Bcl-W Bim block
Cc1cc([N+](=O)[O-])ccc1NCc1ccco1	7	102	0.6	10	-1	1	100	100	-6	-4	-3
CCOc1ccccc1NC(=O)CC1Nc2cc(C)c(C)cc2NC1=O (stereo not given)	2	103	0.4	48	7	31	93	102	6	10	12
CC(=O)NNc1ncnc2c1cnn2-c1ccc(C)cc1	2	100	0.1	15	-6	-2	102	104	0	-8	0
CCOCCCNC(=O)C1CCC(CNS(=O)(=O)c2ccc(Cl)cc2)CC1 (stereo not given)	3	112	-0.1	50	-8	-13	108	109	-7	-5	0
Clc1cc(Br)ccc1OCCOCCN1CCOCC1	0	107	-0.2	22	-2	-4	121	106	1	-4	-3
CCOC(=O)Nc1nnc(-c2ccc(OC)c(OC)c2)s1	1	97	0.4	12	-5	-1	98	101	-2	-4	-6
Cc1ccc(NC(=O)CSc2nnc(CNC(=O)C34CC5CC(CC(C5)C3)C4)n2-c2ccc(F)cc2)cc1	37	102	9.6	12	-7	-4	102	103	-4	-4	-4
CCO[C@H]1OC(C(=O)N2CCN(C)CC2)=C[C@@H](C(C)(C)C)[C@@H]1CCCO	2	101	0.6	19	-2	0	103	104	-3	-7	-1
C#CCN1C(=O)C2C(C(=O)NC)C3C=CC2(O3)C1C(=O)NCc1ccc(OC)cc1 (stereo not given)	2	104	0.6	16	-3	-2	103	109	-12	-11	0
COc1cc(S(=O)(=O)N2CCN(c3ccccc3F)CC2)c(OC)cc1Cl	11	100	1.2	30	-4	-4	103	100	1	-2	-3
O=c1cc(CNc2cc(C(F)(F)F)cc(C(F)(F)F)c2)nc2sccn12	8	87	0.3	22	-3	-4	79	92	-2	0	-3
CCSc1nnc(-c2cc(Br)ccc2N=Cc2c(C)[nH]n(-c3ccccc3)c2=O)c(=O)[nH]1	-6	101	-1.2	21	-7	-2	98	93	1	0	-1
O=C(Cn1ncc2c(=O)oc3ccccc3c21)NCCN1CCN(c2ccccc2F)CC1	3	101	0.7	14	-9	-8	100	98	-12	-8	-7
c1ccc2c(c1)nnn2-c1ncnc2sccc12	0	98	0.0	10	-1	0	102	102	-3	-6	-1
Cc1nn(C)c(C)c1S(=O)(=O)N1CCC(C(=O)NC(C)c2ccccc2)CC1 (stereo not given)	3	100	0.2	15	-6	-6	100	101	-4	-1	-2
Cc1ccnc(NC(=S)NC(=O)/C=C/c2ccccc2)c1	0	104	0.1	10	-6	-5	101	100	-3	-15	0
O=c1cc(Nc2ccc3c(c2)OCCO3)[nH]c(=O)n1-c1ccc(Br)cc1	-4	93	-0.8	53	.	.	80	95	?	.	.
COc1cccc(CNn2c(-c3cccc(C)c3)nc3ccccc3c2=O)c1O	5	103	1.7	37	0	0	110	107	-3	0	-3
COc1cccc(C(=O)N2CCN(S(=O)(=O)Cc3ccccc3)CC2)c1	7	86	1.4	7	-1	1	98	95	-3	0	-3
COc1ccc2nc(SCC(=O)Nc3c(C)cccc3C)[nH]c2c1	4	101	1.1	29	-4	0	98	102	-2	1	-3
OCCNc1ncnc2ccc(Br)cc12	3	103	0.2	22	-7	-1	102	97	-5	-9	3
COC(=O)c1ccc(N2CCN(c3ccccc3)CC2)c(NC(=O)C2CC2)c1	7	100	2.4	14	-6	0	103	101	-1	-10	3
CCOC(=O)C1=C(C)NC(=O)NC1c1ccsc1 (stereo not given)	1	118	0.0	40	-4	4	105	110	-6	-7	0
CC(=O)c1c(C)[nH]c(C(=O)Nc2nc(-c3ccccc3)c(C)s2)c1C	-3	103	-0.1	16	-7	-6	104	103	-4	-13	-4
Cc1ccc(-n2nnnc2Sc2nc([N+](=O)[O-])nn2C)cc1	2	102	0.1	20	-15	-12	105	102	-6	-15	-10
Cc1sc2ncnc(SCC(=O)NC(C)C(C)C)c2c1C (stereo not given)	19	101	1.1	11	-1	0	99	97	-2	-5	0
Cc1cc(O)ccc1N/C=C(\C#N)c1nc2ccccc2o1	33	100	0.0	11	-7	-8	100	97	-4	-5	-4
